Insulin prom inh: TRM-6 insulin promoter activity inhibition. TRM-6 cells (human fetal islet line), insulin promoter-eGFP reporter, imaging; reporter expression induced with tamoxifen. inhibition, % at 2 µM. 0.9% of 130,000 active;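 active means inhibition above the mean plus 3 SD, with well images judged a real hit on visual review, cut at about 60% in these data, passing the limit was not always enough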
sdo1 growth: restores growth of sdo1-depleted yeast; S. cerevisiae sdo1-depleted JHY4D growth rescue, OD600 30 h; active compounds read high; pdr5 snq2 efflux-pump mutant strain; z-score at 10 µM; 0.21% of 140,000 active; AID 817;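 active means z-score above 3 at both the 24 hr and the 30 hr optical density reads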;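 further: z-score against mean and SD of all compound wells on the same plate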
sdo1 growth Rescue 24 h: recorded beside sdo1 growth, whose call it bears; z-score; S. cerevisiae sdo1-depleted JHY4D growth rescue, OD600; measured here: growth rescue at 24 h;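 0 is the plate mean of compound wells and units are plate SD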
Numbers without * were called inactive; . = no result given; [ ] = another dose, or the depositor's remark.

entry	canonical_smiles	Insulin prom inh	sdo1 growth	sdo1 growth Rescue 24 h
1	O=C(O)c1cccc2cccnc12	13.0	-0.09	-1.06
2	COC(=O)C1=C(C)NC(=O)C1(NS(=O)(=O)c1ccc(NC(C)=O)cc1)C(F)(F)F (stereo unspecified)	29.6	0.08	0.27
3	Cc1cc(NC(=O)CSc2nnc(Cc3cccn3C)n2CCc2ccccc2)no1	.	1.55	2.29
4	CC(C)(C)c1ccc(-c2conc2N)cc1	-20.0	-1.23	-0.66
5	COc1ccc(/C=C/C(=O)Nc2cc(=O)n(C)c(=O)n2C)cc1	.	0.14	-0.74
6	C=CCn1c(SCC(N)=O)nnc1-c1ccccc1O	35.7	-0.03	-0.45
7	COC(=O)Nc1nc2ccc(Sc3ccccc3)cc2[nH]1	-257.1	-2.6	-1.01
8	Cc1ccc(S(=O)(=O)N(C)C)cc1NC(=O)COC(=O)C1COc2ccccc2O1 (stereo unspecified)	-44.4	.	.
9	CC(C)(C)CC(C)(C)NC(=S)Nc1ccc2nc(-c3ccccn3)c(-c3ccccn3)nc2c1	-5.7	0.08	0.5
10	COc1ccc(NC(=S)Nc2cc(C)ccn2)c(OC)c1	.	-0.09	-0.43
11	O=C(NC(Cc1ccccc1)C(=O)O)/C(=C\c1ccco1)NC(=O)c1ccc(Br)cc1 (stereo unspecified)	.	0.56	0.59
12	O=C(NNc1ccc([N+](=O)[O-])cc1[N+](=O)[O-])C1C2CCCCC21 (stereo unspecified)	15.4	-0.62	-1.18
13	CCOc1ccc(C(C)NC(=O)C2CCC2)cc1 (stereo unspecified)	38.2	0.68	0.25
14	O=C(c1ccc(Cl)cc1)N1CCCOC1	10.3	1.12	1.08
15	COc1cccc(OC)c1-c1nn2c(-c3cc(-c4ccccc4)n[nH]3)nnc2s1	.	-1.09	0.72
16	COC(=O)c1c(N2C(=O)[C@H]3[C@@H](C2=O)[C@]2(C(=O)Nc4ccc(C)cc42)N2CCC[C@@H]32)sc(C)c1C	-75.0	.	.

Profiles, quoted from the list.
`O=C(NC(Cc1ccccc1)C(=O)O)/C(=C\c1ccco1)NC(=O)c1ccc(Br)cc1` (stereo unspecified) is listed as Insulin prom inh = .; sdo1 growth = 0.56; sdo1 growth Rescue 24 h = 0.59
`COC(=O)c1c(N2C(=O)[C@H]3[C@@H](C2=O)[C@]2(C(=O)Nc4ccc(C)cc42)N2CCC[C@@H]32)sc(C)c1C` is listed as Insulin prom inh = -75.0; sdo1 growth = .; sdo1 growth Rescue 24 h = .

Carrying on.
entry	canonical_smiles	Insulin prom inh	sdo1 growth	sdo1 growth Rescue 24 h
17	COc1ccccc1CNS(=O)(=O)c1ccc(NC(C)=O)cc1	-38.7	1.06	1.11
18	COc1ccc(N2CCN(C(=O)c3cccc(Cn4cc(Cl)cn4)c3)CC2)cc1	16.1	-0.92	-0.64
19	COC(=O)c1nnn(CC(=O)Nc2cc(Cl)ccc2C)c1C(=O)OC	-24.1	0.72	0.47
20	COCCN1C(=O)c2ccccc2C(C(=O)NCCCN2CCCC2)C1c1c[nH]c2ccccc12 (stereo unspecified)	-15.4	0.1	-0.15
21	C/C(=C\C(=O)c1ccc(F)cc1)NCc1ccc2c(c1)OCO2	3.2	0.18	-0.13
22	CCC(=O)Nc1ccc(C(=O)OCc2ccccc2Cl)cc1	22.9	-1.65	-1.15
23	CCCCOCCCNC(=O)c1c(-c2ccccc2)noc1C	21.4	-0.13	-0.53
24	O=C(c1ccco1)N1CCN(S(=O)(=O)c2ccc3c(c2)CCN3C(=O)C2CCC2)CC1	-30.0	-0.39	0.14
25	Cc1cc(C)c(S(=O)(=O)N2CCN(C)CC2)c(C)c1	.	0.42	0.3
26	O=C(CC1C(=O)CCCC1=O)c1ccccc1	26.8	.	.
27	CC(C)(C)C1=C[C@@H](CO)C[C@@H](CO)C1	.	-0.15	-0.08
28	COc1cccc(NC(=S)NNC(=O)Cn2nc(C(F)F)cc2C(F)F)c1	-7.7	0.77	0.88
29	C=CCc1cccc(Cl)c1OCCON1C(=O)CCC1=O	-28.6	-0.56	-0.35
30	COc1ccccc1-c1nnc(SCC(=O)NC2CCS(=O)(=O)C2)n1CCc1ccccc1 (stereo unspecified)	.	0.31	-0.66
31	CCn1nnnc1NCc1ccc(N2CCCC2)cc1	42.4	0.57	0.45
32	CN1CCN(c2nc3c(c(=O)n(C)c(=O)n3C)n2Cc2cccc3ccccc23)CC1	-42.9	-1.09	-0.96
33	Cn1c(C(=O)OCC(=O)NCC2CCCO2)cc2sccc21 (stereo unspecified)	-95.0	0.32	0.21
34	c1ccc(-c2noc(CSc3nc4ccccc4o3)n2)cc1	.	-0.92	-0.88
35	O=C(CSc1ccc2ccccc2c1)Nn1cnnc1	-42.3	0.91	0.58
36	Cc1c(C(=O)NCc2ccccn2)oc2ccc(S(=O)(=O)N3CCC4(CC3)OCCO4)cc12	-54.5	.	.
37	CCOC(=O)c1cc2n(n1)C(C(F)(F)F)CC(C)N2 (stereo unspecified)	4.1	0.28	1.64
38	CCCC(=O)NC(=S)Nc1ccc(Cl)cn1	83.3*	-0.7	-0.27
39	COc1ccccc1NC(=S)NNC(=O)c1ccc(Cl)cc1Cl	6.2	-1.12	-0.43
40	COc1ccc(S(=O)(=O)N2CCOCC2)cc1NS(=O)(=O)/C=C/c1ccccc1	6.7	.	.
41	COc1cc(C(C(=O)NCc2ccccc2)N(Cc2ccco2)C(=O)c2cnccn2)cc(OC)c1OC (stereo unspecified)	4.3	.	.
42	CCOC(=O)c1ccc(N2C(=O)CC(SCC(=O)Nc3ccc(S(N)(=O)=O)cc3)C2=O)cc1 (stereo unspecified)	-21.4	.	.
43	Cc1ccc(S(=O)(=O)NC(C)(C)CSc2nncn2N)cc1	1.7	0.34	0.28
44	CC(C)C(NC(=O)C12CC3CC(CC(C3)C1)C2)C(=O)N/N=C/C1=C(N2CCOCC2)C(=C\c2cccc([N+](=O)[O-])c2)/CC1 (stereo unspecified)	-2.0	-0.23	0.29
45	COc1cccc(C(=O)CSc2nc3ccccc3n2CC(=O)N2CCOCC2)c1	19.3	1.14	1.43
46	Cc1cc(C)cc(OCc2nnc(SCC(=O)N3CCN(c4ccccc4)CC3)o2)c1	-10.3	0.54	2.35
47	COc1ccccc1CN(Cc1nc2ccccc2c(=O)[nH]1)S(=O)(=O)c1ccc2ccccc2c1	0.0	-1.4	-0.72
48	O=C(c1ccc2snnc2c1)N1CCCCC1	-466.7	0.45	-0.43
49	COc1cccc(/C=C2\SC(=S)N(c3cccnc3)C2=O)c1OC	21.4	.	.
50	Cc1ccc2c(c1)C1CN(C)CCC1N2C(=O)c1ccccc1NS(=O)(=O)c1ccc(F)cc1C (stereo unspecified)	-7.7	-0.01	0.03
51	O=C(O)c1cccc(S(=O)(=O)N2Cc3ccccc3C2)c1	68.8	0.54	0.13
52	Cc1ccc(NC(=O)COc2cccc3ccc(C)nc23)c(Br)c1	-41.7	-1.49	-0.86
53	O=C(O)C1C(c2ccccc2)C(C(=O)N2CCOCC2)C1c1ccccc1 (stereo unspecified)	.	-0.01	-0.82
54	COC(=O)c1ccccc1NC(=O)CSc1nnc(-c2ccc(OC)cc2)n1C	-68.8	0.29	0.2
55	Cc1cc2c3c(c1)C(C)CC(C)(C)N3C(=O)C2=O (stereo unspecified)	16.7	.	.
56	CC1CC(C)CN(CCCNC(=O)C2CCCN(c3nnc(N4CCCC4=O)s3)C2)C1 (stereo unspecified)	24.2	0.84	0.04
57	COC(=O)c1ccc(CN2CCN(C(C)C)C(CCO)C2)cc1 (stereo unspecified)	-27.8	.	.
58	Cc1ccc(/C(N)=N/OC(=O)c2ccc(Cl)cc2Cl)cc1	15.4	-1.76	-0.88
59	CCN(CC)C(=O)c1ccc(S(=O)(=O)N2CCC(c3nc4ccccc4s3)CC2)cc1	38.9	0.47	0.09
60	COc1ccc(-n2c(Cc3ccccc3)nnc2SCc2ccc([N+](=O)[O-])cc2)cc1	0.0	-0.75	-0.68
61	Cc1noc(/C=C/N(C)C)c1S(=O)(=O)N1CCCC(C(=O)Nc2ccc3c(c2)OCO3)C1 (stereo unspecified)	.	0.74	1.12
62	O=S(=O)(c1ccc2c(c1)OCCO2)N1CCN(c2cccc(Cl)c2)CC1	26.7	-0.79	-0.47
63	O=C(O)C1CC1c1ccc(Br)cc1 (stereo unspecified)	.	0.83	0.02
64	Cc1cc(C)c(S(=O)(=O)N2CCCCC2)c(C)c1-n1ncnn1	52.9	0.62	0.55
65	Cc1ccc(Sc2c(CO)c(-c3ccccc3)nn2C)cc1	-263.6	.	.
66	CCc1ccccc1NS(=O)(=O)c1ccc2[nH]cc(C(=O)NCc3ccco3)c(=O)c2c1	-11.1	-0.06[10.8 µM]	-0.48
67	CCC(Sc1nc2c(cnn2-c2ccccc2)c(=O)[nH]1)C(=O)OC (stereo unspecified)	.	0.03	0.09
68	O=C(COC(=O)c1ccccc1Nc1ccccc1)NCc1ccco1	.	-1.38	0.36
69	O=C(CN1CCN(S(=O)(=O)c2ccc(Br)cc2)CC1)Nc1ccc2c(c1)OCO2	-44.4	-1.22	-1.23
70	CCC(C)Nc1nc(-c2cccc(OC)c2O)nc2ccccc12 (stereo unspecified)	29.0	-1.32[10.2 µM]	-0.03
71	CSc1ccccc1NC(=O)COc1ccc(Cl)cc1Cl	.	-0.99	-1.47
72	CC(C)(C)SCCNC(=O)COc1ccc(Cl)cc1	54.0	0.48	0.06

The results go on:
entry	canonical_smiles	Insulin prom inh	sdo1 growth	sdo1 growth Rescue 24 h
73	CCOC(=O)c1sc(C(=O)OCC)c(OCCO)c1OCCO	.	0.68	0.46
74	O=C(C1Cc2ccccc2CN1S(=O)(=O)c1ccc(F)cc1)N1CCCCC1 (stereo unspecified)	.	-1.52	-1.38
75	Cc1nc(C)c(/C(O)=C/c2nc3ccccc3oc2=O)s1	-6.7	-0.34	-0.86
76	COc1ccc(-c2nnc3ccc(SCC(=O)N4CCCCC4)nn23)cc1OC	.	0.52	0.05
77	Cc1ccc(C)n1NC(=O)c1ccc(Cl)cc1	71.4	0.01	-0.11
78	CSc1cc(C)[nH]c(=O)n1	-46.1	.	.
79	Cc1nc(SCc2nc3ccccc3[nH]2)c2oc3ccccc3c2n1	45.5	-2.01	-0.46
80	CC(C)n1cc([C@@H]2C[C@H]3CN(Cc4cccc(Cl)c4)C(=O)[C@]34CCCN24)cn1	-26.8	.	.
81	CCCCNC(=O)c1onc(CSc2ccc(C(C)C)cc2)c1C(=O)O	.	0.19	-0.32
82	Cc1ccc(C(=O)N/C(=C\c2ccc(Cl)cc2)C(=O)NCCCN2CCOCC2)cc1	0.0	0.13	-0.85
83	O=C(NCCc1ccc(Cl)cc1)C1CCC(=O)N1Cc1ccccc1Cl (stereo unspecified)	13.9	-0.45	-0.82
84	CNC(=S)NCc1ccc2[nH]c(C)cc2c1	54.5	.	.
85	COC(=O)c1sccc1NC(=O)CSc1ccccc1NS(=O)(=O)c1ccccc1Cl	4.2	-0.58	-0.25
86	Cc1cc(C(=O)N(C)Cc2ccc(Br)cc2)no1	.	1.34	0.03
87	Cc1ccc(C(=O)COC(=O)CNC(=O)CN2C(=O)c3ccccc3C2=O)cc1	.	0.57	0.13
88	C=CCn1c(SCC(=O)c2ccc(CNC(C)=O)o2)nc2ccccc2c1=O	-17.9	0.12	-0.2
89	O=C(COc1cccc(NC(=O)c2ccco2)c1)c1ccc(F)cc1	10.3	-0.29	-0.65
90	COC(=O)c1cc(C(=O)OCC(=O)N2c3ccccc3NC(=O)C2(C)C)cc([N+](=O)[O-])c1	43.8	0.97	0.72
91	COCCCNc1oc(-c2ccccc2OC)nc1C#N	-71.4	0.31	-0.06
92	CN1C(=O)C(CC(=O)Nc2ccccc2)S/C1=N/c1nccs1 (stereo unspecified)	-107.1	.	.
93	CC(C)C(=O)Nc1ncc(Cc2ccc(Cl)cc2)s1	42.9	.	.
94	Cn1c(SCC(=O)c2ccccc2)nnc1-c1cnccn1	15.2	0.67	-0.11
95	CC1(C)CC(=O)C2=C(C1)NC(=O)CC2c1ccccc1F (stereo unspecified)	.	0.99	0.86
96	Cc1cccc(C(=O)N2CCc3ccccc3C2)c1[N+](=O)[O-]	23.8	.	.

Compounds 89–92, quoted:
entry	canonical_smiles	Insulin prom inh	sdo1 growth	sdo1 growth Rescue 24 h
89	O=C(COc1cccc(NC(=O)c2ccco2)c1)c1ccc(F)cc1	10.3	-0.29	-0.65
90	COC(=O)c1cc(C(=O)OCC(=O)N2c3ccccc3NC(=O)C2(C)C)cc([N+](=O)[O-])c1	43.8	0.97	0.72
91	COCCCNc1oc(-c2ccccc2OC)nc1C#N	-71.4	0.31	-0.06
92	CN1C(=O)C(CC(=O)Nc2ccccc2)S/C1=N/c1nccs1 (stereo unspecified)	-107.1	.	.

(listing goes on)
entry	canonical_smiles	Insulin prom inh	sdo1 growth	sdo1 growth Rescue 24 h
97	Cc1ccc(CCN2CC(C(=O)NCCCN(C)Cc3ccccc3)CC2=O)cc1 (stereo unspecified)	.	0.48	-0.04
98	Cc1nn(Cc2c(Cl)cccc2Cl)c(C)c1NC(=O)CCCn1nc(C)c([N+](=O)[O-])c1C	40.0	-1.53	-1.15
99	CN(C)S(=O)(=O)c1ccc(Cl)c(NC(=O)CN2CCCCCC2)c1	35.0	.	.
100	COc1ccccc1C(=O)Nc1ccc2c(c1)nc(CN1CCN(C(C)=O)CC1)n2C	6.9	-0.02	-0.46
101	CCN1C(=O)/C(=c2\o/c(=C3\C=Cc4ccccc4N3CC)c(=O)n2CC)SC1=S	.	-0.15	-0.33
102	CC(=O)Nc1sc2c(c1C(c1ccc(Cl)cc1)N1CCOCC1)CCCC2 (stereo unspecified)	-104.3	-1.51	-0.76
103	COCCN1Cc2cccc(C(=O)NC(C)CCc3ccco3)c2C1=O (stereo unspecified)	0.0	.	.

Screens as filed in PubChem BioAssay.

Not all compounds are listed (hit frequency here may not be typical).
